Screens from PubChem BioAssay.
MPTP inh: blocks calcium-induced mitochondrial swelling. isolated mouse mitochondria, Ca2+ swelling absorbance, 30 min. inhibition, % at 10 µM. 360,000 compounds, 1.4% hits. AID 602449;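 active means inhibition of 50% or more, scaled per plate between neutral and stimulator controls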;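 further: 0% = DMSO wells given calcium and 100% = 1 mM EGTA wells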
beta cell repl: MIN6 beta-cell proliferation induction; proliferation, % at 10 µM; 330,000 compounds, 0.29% hits; MIN6 cells proliferation, ATPlite luminescence, 48 h; cells starved in 0.2% serum; 100% = growth in 10% serum; AID 2380;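 active means compounds whose signal lies at least 3.5 SD above the mean of all wells on their plate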;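 further: 0% = DMSO-treated cells in low-serum medium and 100% = 10% serum control; some compounds called inactive have numbers as strong as hits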
hIAP inh: human IAP inhibition. P09923. purified IAP, CDP-Star luminescence, 30 min. AID 2544. inhibition, % at 10 µM. 330,000 compounds, 0.12% hits;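 active means inhibition reaching a set limit with compound at 10 µM in the primary screen, cut at about 35% in these data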;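 further: plate controls were DMSO wells with enzyme for no effect and no-enzyme buffer wells for full effect; values of inactives mirror those of a sister screen read the other way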
Target sequence (P09923 whole entry, looked up): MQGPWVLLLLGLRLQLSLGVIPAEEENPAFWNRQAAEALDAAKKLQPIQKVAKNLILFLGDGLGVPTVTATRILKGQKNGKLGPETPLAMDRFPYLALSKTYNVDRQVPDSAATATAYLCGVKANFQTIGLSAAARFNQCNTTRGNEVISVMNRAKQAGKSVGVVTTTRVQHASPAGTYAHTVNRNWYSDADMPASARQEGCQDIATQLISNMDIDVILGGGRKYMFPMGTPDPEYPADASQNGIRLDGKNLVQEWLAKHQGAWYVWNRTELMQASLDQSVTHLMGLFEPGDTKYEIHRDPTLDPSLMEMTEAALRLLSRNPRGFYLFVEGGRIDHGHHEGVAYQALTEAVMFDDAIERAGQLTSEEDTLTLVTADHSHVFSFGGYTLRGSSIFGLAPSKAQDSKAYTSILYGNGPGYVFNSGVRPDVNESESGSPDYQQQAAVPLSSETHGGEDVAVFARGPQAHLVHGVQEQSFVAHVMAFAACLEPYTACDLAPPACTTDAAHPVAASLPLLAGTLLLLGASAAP
ATG4B inh: ATG4B (human) cysteine protease inhibition; Q9Y4P1; ATG4B cleavage of LC3-PLA2, NBD-HPC fluorescence, 1 h; inhibition, % at 8.33 µM; 340,000 compounds, 0.51% hits; AID 504462; in the data active means inhibition above about 40%
APOBEC3A inh: blocks human APOBEC3A ssDNA deamination; 330,000 compounds, 0.41% hits; AID 493011; P31941; recombinant A3A, FAM/TAMRA ssDNA deamination fluorescence; inhibition, % at 20 µM;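 active means at least 40% inhibition at 20 µM here, with at most 30% in a related deaminase screen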;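 further: plate controls were A3A with DMSO for no effect and wells lacking A3A enzyme for full effect; some results filed as inactive read as strong as hits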
Target sequence (P31941 whole entry, looked up): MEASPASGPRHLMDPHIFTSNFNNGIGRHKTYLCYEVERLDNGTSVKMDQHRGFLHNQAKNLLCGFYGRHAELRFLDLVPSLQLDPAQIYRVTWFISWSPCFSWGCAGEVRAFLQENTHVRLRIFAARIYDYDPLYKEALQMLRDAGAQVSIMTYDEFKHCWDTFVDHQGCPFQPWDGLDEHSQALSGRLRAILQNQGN
mIAP inh: blocks mouse intestinal alkaline phosphatase | purified mouse IAP, CDP-Star luminescence, 30 min | inhibition, % at 10 µM | 330,000 compounds, 0.2% hits;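 active means inhibition of at least 40% at 10 µM in the primary screen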;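 further: plate controls were DMSO with enzyme for no effect and no enzyme wells for full effect; values of inactives mirror those of a sister screen read the other way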
hIAP act: human IAP activation; P09923; purified human IAP, CDP-Star luminescence, 30 min; active compounds read high; 1 = vehicle-only enzyme, 0 = enzyme-free background; activation factor at 10 µM; 330,000 compounds, 0.16% hits; AID 2524;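 active means activation factor of the enzyme at least 2-fold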; further: the source names both 10 and 20 µM as test concentration; values of inactives mirror those of a sister screen read the other way
mIAP act: mouse IAP activation | AID 2805 | muIAP, CDP-Star luminescence, 30 min; active compounds read high; 1 = vehicle-only enzyme signal, 0 = enzyme-free wells | 330,000 compounds, 0.24% hits | activation factor at 10 µM;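 active means activation factor of at least 2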; further: the source names both 10 and 20 µM as test concentration; values of inactives mirror those of a sister screen read the other way
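Assay system: mouse IAP enzyme; Reagent: CDP-Star chemiluminescent phosphatase substrate; Compound: DMSO-dissolved test compounds; Incubation: 30 min, room temperature; Technique: luminescence from enzymatic CDP-Star hydrolysis; Controls: DMSO-only wells and no-enzyme negative control.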
APOBEC3G inh: blocks human APOBEC3G single-stranded DNA deamination; Q9HC16; recombinant A3G, ssDNA deamination FAM/TAMRA fluorescence; inhibition, % at 20 µM; 330,000 compounds, 0.28% hits; AID 493012;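 active means inhibition of at least 40% at 20 µM, with no more than 30% in the related APOBEC3A deaminase screen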;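 further: plate controls were DMSO wells with A3G for no effect and wells lacking A3G enzyme for full effect; some compounds called inactive have numbers as strong as hits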
Target sequence (Q9HC16 whole entry, looked up): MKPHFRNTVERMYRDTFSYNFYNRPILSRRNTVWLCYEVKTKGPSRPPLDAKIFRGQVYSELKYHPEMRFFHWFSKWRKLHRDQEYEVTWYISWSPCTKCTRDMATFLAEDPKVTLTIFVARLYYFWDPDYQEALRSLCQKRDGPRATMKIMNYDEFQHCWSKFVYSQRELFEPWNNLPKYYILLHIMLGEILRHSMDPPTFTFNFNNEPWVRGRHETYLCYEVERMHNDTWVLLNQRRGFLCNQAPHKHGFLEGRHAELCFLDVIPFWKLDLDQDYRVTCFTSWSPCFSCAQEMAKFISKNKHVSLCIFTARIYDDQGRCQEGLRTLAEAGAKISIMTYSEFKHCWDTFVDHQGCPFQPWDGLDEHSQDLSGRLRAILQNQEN
An asterisk follows results filed as active; / = no result given.

SMILES	MPTP inh	beta cell repl	hIAP inh	ATG4B inh	APOBEC3A inh	mIAP inh	hIAP act	mIAP act	APOBEC3G inh
CCCn1cc(CN2CCCC(C(=O)c3ccc4c(c3)OCO4)C2)c(C)n1 (stereo not drawn)	2.2	5	3	27	-6	4	0.97	0.96	-5
O=C(CS(=O)(=O)c1ccccc1)NCc1ccccc1	1.7	0	-11	-4	-1	2	1.1	0.98	-8
CC(=O)Nc1cc2nc(C)n(Cc3ccc([N+](=O)[O-])cc3)c2nc1C	-0.4	1	0	2	-4	9	1	0.91	-2
CSC[C@H](NC(=O)Cc1c(C)c2cc3c(C)c(C)oc3cc2oc1=O)C(=O)N[C@@H](Cc1ccccc1)C(=O)O	-2.9	-3	-18	-29	2	8	1.2	0.92	5
CCSc1nc(=S)n(Cc2ccccc2)c(C)c1C(C)=O	-0.2	4	21	3	5	5	0.79	0.95	1
COc1cc(NC(=O)C2CCC(CNS(=O)(=O)c3csc(C(N)=O)c3)CC2)cc(OC)c1 (stereo not drawn)	-1.1	0	-10	-6	-1	-11	1.1	1.1	-5
O=c1[nH]c(/C=C/c2cccnc2)c([N+](=O)[O-])c(=O)[nH]1	-1.6	1	8	1	4	5	0.92	0.95	-8
Cc1cc(NC(=O)CSc2nc(-c3ccccc3)cs2)no1	0.5	-2	-17	2	1	-5	1.2	1.1	-4
COc1ccc(C(=O)N(C)Cc2ccc(C)o2)cc1OC1CCN(C(C)=O)CC1	1.2	-2	-19	10	-5	5	1.2	0.95	-6
CCN(CC(=O)Nc1c(F)cccc1F)C(=O)CC1CCCCC1	-2.7	1	-9	-3	0	-9	1.1	1.1	-4
C1CN(c2nc3nonc3nc2N2CCOCC2)CCO1	/	0	3	/	5	1	0.97	0.99	-3
COc1ccc(OC(C)C(=O)NCCc2nc3ccccc3[nH]2)cc1 (stereo not drawn)	-0.6	0	-7	-7	-1	5	1.1	0.95	-5
CN(C)c1c2ccccc2nc2c(F)c(F)c(F)c(F)c12	1.7	-7	6	-9	-5	-14	0.94	1.1	-7
Cc1cccc(C)c1OC(=O)CN(c1ccc(Cl)cc1)S(C)(=O)=O	-0.6	-3	-10	1	-3	4	1.1	0.96	0
COc1ccccc1NC(=O)CSc1ncn(-c2ccccc2)n1	1.6	-1	1	-12	-1	20	0.99	0.81	-4
COc1ccc(-c2noc(CCC(=O)NC3CCCCC3)n2)cc1OC	-0.2	-3	-12	-18	-3	-5	1.1	1	-6
Nc1ccc(CNc2ncn[nH]2)cc1	0.2	-1	-4	-7	-4	6	1	0.94	-6
COc1ccc(NC(=S)NC(=NS(=O)(=O)c2ccc(Cl)cc2)c2ccccc2)cc1	0.0	-5	-19	6	-4	12	1.2	0.88	-3
COc1ccc(/C=C/C(=O)c2ccc3ccccc3c2O)cc1CN1CCOCC1	0.5	-4	3	5	-6	-5	0.97	1.1	-7
CCCOc1ccc(C(=O)OCCN2CCCCC2)c(O)c1	-1.0	1	-22	15	1	-12	1.2	1.1	-2

Four records picked at random from the list so far:
SMILES	MPTP inh	beta cell repl	hIAP inh	ATG4B inh	APOBEC3A inh	mIAP inh	hIAP act	mIAP act	APOBEC3G inh
COc1ccccc1NC(=O)CSc1ncn(-c2ccccc2)n1	1.6	-1	1	-12	-1	20	0.99	0.81	-4
CCSc1nc(=S)n(Cc2ccccc2)c(C)c1C(C)=O	-0.2	4	21	3	5	5	0.79	0.95	1
Nc1ccc(CNc2ncn[nH]2)cc1	0.2	-1	-4	-7	-4	6	1	0.94	-6
COc1ccc(/C=C/C(=O)c2ccc3ccccc3c2O)cc1CN1CCOCC1	0.5	-4	3	5	-6	-5	0.97	1.1	-7

New compounds follow
SMILES	MPTP inh	beta cell repl	hIAP inh	ATG4B inh	APOBEC3A inh	mIAP inh	hIAP act	mIAP act	APOBEC3G inh
CCNC(=O)c1cnn(-c2ccccc2)c1-c1ccccc1	1.3	0	6	-1	2	-8	0.94	1.1	6
O=C1COc2ccc(C(=O)c3ccccc3C(=O)O)cc2N1	-0.3	0	4	-11	-3	-5	0.96	1.1	-6
CCCOc1ccc(-c2nc3c(c(=O)[nH]c(=O)n3Cc3ccccc3)n2CCO)cc1OCC	0.4	0	-6	-2	-1	5	1.1	0.95	-7
CC(=O)c1ccc(NC(=O)CCc2ccc(C)o2)cc1	0.0	-5	-11	-4	-5	-16	1.1	1.2	-13
CCCCc1ccc(NC(=O)CN2C(=O)NC(Cc3ccccc3)C2=O)cc1 (stereo not drawn)	-1.8	-5	-2	-6	-3	0	1	1	-4
CCOC(=O)C1CCN(C(=O)CSC2=NCCS2)CC1	-1.8	0	-8	-15	-2	9	1.1	0.91	-5
Cc1ccc(C(=O)N/N=C/c2ccoc2)cc1C	-1.0	-3	-4	9	7	3	1	0.97	2
Cc1cccc(-n2nc3c(c2NC(=O)c2ccco2)CS(=O)(=O)C3)c1C	-1.9	-3	-4	-12	5	8	1	0.92	5
COCOc1ccc(/C=C/C(=O)c2c(OCOC)cc(OCOC)c(CC=C(C)C)c2O)cc1OCOC	3.9	-5	-6	-13	-1	6	1.1	0.94	-5
COc1ccc(S(=O)(=O)N2CCCCC2)cc1NS(=O)(=O)c1ccc(CNC(C)=O)cc1	-0.5	-3	-35	2	-3	-14	1.4	1.1	-10
O=C(O)CC(NC(=O)C(c1ccccc1)c1ccccc1)c1ccc(F)cc1 (stereo not drawn)	-0.6	-2	-8	-2	-2	-9	1.1	1.1	-15
COc1ccc(OCC(=O)c2c(O)c3ccccc3oc2=O)cc1	0.6	-2	8	-7	4	12	0.93	0.88	3
O=C(Nc1ccc(Cl)c(Cl)c1)C1=Cc2ccccc2OC1	89*	-3	4	36	-4	0	0.96	1	-3
CC(=O)N1CCCc2cc(S(=O)(=O)N3CCCC(C(=O)NCc4ccc(C)cc4)C3)ccc21 (stereo not drawn)	0.4	-1	7	1	0	3	0.93	0.97	1
Cc1cc(N/N=C/c2ccc(O)cc2O)nc(N2CCOCC2)n1	1.7	-2	4	-3	1	-9	0.96	1.1	-1
CC(=O)c1ccc(NC(=O)Nc2ccc(Cl)cc2)cc1	85*	-4	-18	-12	-1	-56	1.2	1.6	-3
CC(=O)N1c2ccc(S(=O)(=O)N3CCC(C(=O)N4CCN(c5ccc(Cl)cc5)CC4)CC3)cc2CC1C (stereo not drawn)	0.5	-3	-9	-3	-2	13	1.1	0.87	-3
O=C(CSc1nnc(-c2ccccc2NC(=O)c2ccccc2)o1)OC1CCCCC1	3.2	0	11	3	-3	12	0.89	0.88	-4
CCOC(=O)c1cnn(-c2ccc(C)cc2)c1N	-2.1	-2	-4	-7	0	6	1	0.94	-1
COc1ccc(-c2cc(C(=O)Nc3cc(OC)c(OC)c(OC)c3)no2)cc1OC	0.7	2	11	0	2	8	0.89	0.92	-4
Cc1cc(F)ccc1S(=O)(=O)N1CCC2(CC1)OCCN2S(=O)(=O)c1cccs1	-0.1	-3	-7	3	2	1	1.1	0.99	-3
CCCn1c(N)c(C(=O)CSc2nnc(C)n2Cc2ccccc2)c(=O)n(C)c1=O	-5.4	-3	-2	-3	0	4	1	0.96	-3
O=C(OCC(=O)N1CCOCC1)c1cccc(F)c1	-0.6	0	6	0	3	-10	0.94	1.1	2
O=C(CNC(=O)c1ccco1)N/N=C/c1cccs1	0.2	0	-1	9	4	9	1	0.91	-4
O=C(Nc1ccc(Br)cc1)c1cccc(OC(=S)N2CCOCC2)c1	0.5	0	12	-5	-3	1	0.88	0.99	-12
COC(CNC(=O)c1ccc2c(c1)nc(C)n2-c1cccc(F)c1)OC	-0.8	-1	-32	-8	-2	-6	1.3	1.1	-2
O=C(O)/C=C/C(=O)NCCC1=CCCCC1	2.1	1	-13	-2	-3	6	1.1	0.94	-5
CCc1nn(CC(=O)NCCCN(C)C2CCCCC2)c(=O)c2cc3occc3n12	-1.8	-3	-27	2	-4	0	1.3	1	-5
Cc1ccc(NC(=O)CCC(=O)NNC(=O)c2ccccc2[N+](=O)[O-])c(C)c1	0.2	-1	-9	0	-1	2	1.1	0.98	-4
COC(=O)Cn1c(=NC(=O)c2sc3ccccc3c2Cl)sc2cc(S(N)(=O)=O)ccc21	-2.0	-1	-17	-6	-5	11	1.2	0.89	-6
CC(=O)c1c(O)ccc2c(-c3ccccc3)cc(=O)oc12	2.4	-2	12	-8	0	-6	0.88	1.1	-9
CCC(C)c1ccc(NC(=S)N2CCN(c3ccccn3)CC2)cc1 (stereo not drawn)	-0.3	-5	-13	-1	-2	-13	1.1	1.1	-5
COc1cccc(C(=O)Nc2nc3ccccc3[nH]2)c1	-1.6	-5	-26	0	1	2	1.3	0.98	3
CCOc1cc2[nH]c(=S)n(CCOC)c(=O)c2cc1OCC	13	-2	-19	-1	1	-2	1.2	1	-2
CCN1CCCC1CNC(=O)CSCc1nc(-c2ccccc2C)oc1C (stereo not drawn)	0.7	-1	13	-9	0	-9	0.87	1.1	0
CCOC(=O)c1sc(-c2ccc(Br)cc2)cc1N	2.3	-4	-14	4	-8	5	1.1	0.95	-7
Cn1c(=O)c2c(nc(NCCNC(=O)c3ccco3)n2Cc2ccc(F)cc2)n(C)c1=O	0.2	-3	-9	-2	-4	4	1.1	0.96	-3
O=C(O)CN1C(=O)SC(Nc2ccc(C(=O)O)cc2)C1=O (stereo not drawn)	-7.0	0	-21	1	0	-6	1.2	1.1	-7
Cc1ccc(NS(=O)(=O)c2ccc(NC(=O)c3cccs3)cc2)c(C)c1	7.1	-3	5	-11	-1	11	0.95	0.89	-1
O=C1c2ccccc2C(=O)c2cc(S(=O)(=O)Nc3ccccc3)ccc21	46	-7	5	-9	-3	-6	0.95	1.1	-6
Cc1ccc(N(C(=O)c2csnn2)C(C(=O)NC(C)(C)C)c2ccccn2)cc1 (stereo not drawn)	-0.1	-2	-2	3	-7	-4	1	1	-10
COc1ccc(Cl)cc1NC(=S)N1CCN(S(C)(=O)=O)CC1	0.4	-2	1	1	3	1	0.99	0.99	0
COc1ccccc1/C=N/n1c(C)nnc1-n1nc(C)cc1C	-0.7	-3	8	-7	-2	5	0.92	0.95	-5
COc1ccccc1C(=O)C1CCCN(C(=O)CSc2ccccn2)C1 (stereo not drawn)	1.8	-1	-17	4	-9	-12	1.2	1.1	-6
O=C(O)c1ccccc1OCCOCCOc1ccccc1C(=O)O	-1.1	-2	10	4	0	-1	0.9	1	-2
Cc1ccc(C2=NN=C(NC(=O)CSc3nncn3C)SC2)cc1	-1.2	-3	-24	1	4	12	1.2	0.88	8
O=C(COC(=O)c1ccc(NS(=O)(=O)c2cccs2)cc1O)Nc1ccc(F)cc1	4.7	-3	-4	-4	0	-3	1	1	-5
COc1cccc(OCc2nc(-c3cccc([N+](=O)[O-])c3)no2)c1	0.1	2	16	4	-2	8	0.84	0.92	-11
CN(C)CCCN1C(=O)C(O)=C(C(=O)c2cccs2)C1c1cccc([N+](=O)[O-])c1 (stereo not drawn)	/	-4	-20	/	-4	-7	1.2	1.1	-3
CCC(=O)N1C(C(=O)N2CCCC2)CSC1c1ccc(OC)cc1 (stereo not drawn)	-1.0	-1	4	-3	-4	1	0.96	0.99	-6
CCOc1ccc(NC(=O)CN(C)C(=O)c2cn(-c3ccc(F)cc3)nc2-c2cccc(OC)c2)cc1OCC	-0.7	-4	2	-10	-2	-20	0.98	1.2	-7
COc1cccc(/C=C2\SC(=S)NC2=O)c1OS(=O)(=O)c1ccc(NC(C)=O)cc1	24	0	15	-13	1	0	0.85	1	-2
Cc1ccc(NC(=O)C(=O)NCC2CCCN2S(=O)(=O)c2cccs2)cc1C (stereo not drawn)	-1.1	2	14	-2	-5	9	0.86	0.91	-13
